Bioassay records: PubChem BioAssay, several laboratories
ABHD4 inh: ABHD4 (mouse) inhibition, primary FP screen. inhibition, % at 8.92 µM. Q8VD66. 0.54% of 370,000 active. AID 720543. purified mABHD4, FP-Rh probe fluorescence polarization;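 active = inhibition exceeding the mean over every tested compound plus 3 SD, cut at about 30% in these data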;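 also: 0% = plate median of compound wells and 100% = S159A mutant with DMSO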
Target sequence (Q8VD66 whole entry, looked up): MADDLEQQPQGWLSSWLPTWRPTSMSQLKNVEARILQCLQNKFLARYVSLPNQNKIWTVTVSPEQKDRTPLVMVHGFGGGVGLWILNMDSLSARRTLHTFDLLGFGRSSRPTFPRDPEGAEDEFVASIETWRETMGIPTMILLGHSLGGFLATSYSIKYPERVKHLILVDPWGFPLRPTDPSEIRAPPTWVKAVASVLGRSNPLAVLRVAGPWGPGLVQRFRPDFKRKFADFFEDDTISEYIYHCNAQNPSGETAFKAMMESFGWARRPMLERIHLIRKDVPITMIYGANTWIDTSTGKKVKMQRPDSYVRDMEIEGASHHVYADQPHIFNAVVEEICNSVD
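Assay system: Wild-type mouse ABHD4 protein | Medium: HEPES pH 7.0 buffer, 150 mM NaCl, 0.01% Pluronic F-127 | Incubation: Enzyme–compound pre-incubation 45 min, then probe 60 min, both 25 °C | Technique: Fluorescence polarization with parallel and perpendicular emission, 525/598 nm | Evaluation: % inhibition of FP-Rh probe binding versus controls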
ASAP1 inh: ASAP1 ArfGAP inhibition. Q9ULH1. ASAP1-stimulated ARF1 GTP hydrolysis, GDP FP detection. inhibition, % at 16.5 µM. 0.19% of 360,000 active. AID 624377; in the data active = inhibition above about 25%;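 also: 0% = vehicle with enzyme and substrate and 100% = no enzyme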
Target sequence (Q9ULH1 325-724 limits assumed): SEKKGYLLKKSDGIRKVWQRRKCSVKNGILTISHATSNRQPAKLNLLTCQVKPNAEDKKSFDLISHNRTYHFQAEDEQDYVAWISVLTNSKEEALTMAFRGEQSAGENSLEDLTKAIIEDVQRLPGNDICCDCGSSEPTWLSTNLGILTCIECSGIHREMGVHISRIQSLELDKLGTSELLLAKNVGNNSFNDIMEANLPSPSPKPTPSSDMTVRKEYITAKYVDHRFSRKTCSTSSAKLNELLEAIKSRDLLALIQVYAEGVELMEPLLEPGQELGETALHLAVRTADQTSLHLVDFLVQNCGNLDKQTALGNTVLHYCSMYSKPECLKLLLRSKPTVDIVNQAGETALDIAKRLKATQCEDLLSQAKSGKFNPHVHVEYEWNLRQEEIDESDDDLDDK
NPR1 activator: GC-A (human) enzyme activation | P16066 | HEK293 GC-A cells, cGMP TR-FRET, EC30 ANP; 0% at EC30 ANP, 100% saturating ANP | activation, % at 10 µM | 0.14% of 370,000 active | AID 1671463; in the data active = activation above about 40%
Rev-erbA mod: Rev-erb alpha (human) modulation; Rev-erbα–FITC-DNA binding, fluorescence polarization, 90 min; activity, % at 10 µM; 0.79% of 370,000 active;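 active = activity above about 14%, limit read from the data; passing the limit was not always enough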;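 also: 0% = DMSO wells with 35 nM protein and 100% = DMSO wells with 750 nM protein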
GC-B act: GC-B (human) receptor activation; 0.11% of 370,000 active; HEK293-GC-B cells, CNP EC30, cGMP TR-FRET; 0% at EC30 CNP, 100% saturating CNP; P20594; activation, % at 10 µM;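 active = activation at 10 µM reaching about 35% in either raw or pattern-adjusted values, limit read from the data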
HTRA1 inhibitor: inhibitors of human serine peptidase HTRA1; Q92743; 0.5% of 340,000 active; inhibition, % at 5.96 µM; recombinant HTRA1, FP-rhodamine activity-based probe, fluorescence polarization; in the data active = inhibition above about 36%;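 also: 0% = enzyme with DMSO and 100% = wells lacking enzyme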
PG9 Ab binder: small molecules binding HIV-1 gp120 antibody PG9; AID 624416; 0.43% of 360,000 active; inhibition, % at 6.7 µM; TR-FRET gp120-PG9 antibody binding; in the data active = inhibition above about 8.5%
ARFGAP1 inhibitor: inhibits rat ARF GTPase activating protein 1; 0.26% of 360,000 active; inhibition, % at 16.5 µM; Arfgap1-stimulated ARF1 GTP hydrolysis, GDP FP detection; Q62848;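 active = inhibition above a per-plate limit, mean inhibition of low control wells plus 3 SD, cut at about 25% in these data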;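 also: 0% = DMSO wells with enzyme and 100% = wells lacking Arfgap1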
Target sequence (Q62848 1-136 limits assumed): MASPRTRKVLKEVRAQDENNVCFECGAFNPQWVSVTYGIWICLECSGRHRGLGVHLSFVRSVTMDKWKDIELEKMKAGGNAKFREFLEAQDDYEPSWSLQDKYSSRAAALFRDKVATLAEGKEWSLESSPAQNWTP
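Material: truncated rat Arfgap1 GAP domain; Incubation: compound-enzyme preincubation 20 min, reaction 120 min, detection 60 min, 25 °C; Read-out: percent inhibition of Arfgap1-stimulated GTP hydrolysis; Technique: FP, GDP Alexa 633 tracer displaced from anti-GDP antibody, 620/688 nm; Controls: No-Arfgap1 wells (100%) versus DMSO full-reaction wells (0%); Replication: single well per compound.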
SMARCA2 activ: activators of SMARCA2 function | MG213 cells, MMTV-luciferase reporter, dexamethasone, overnight | activation, % at 9.1 µM | 1% of 370,000 active; in the data active = activation above about 7.8%;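 also: 0% = vehicle wells and 100% = reference activator wells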
rCAG RNA binder: r(CAG) repeat RNA binding. TO-PRO-1 dye displacement fluorescence. inhibition, % at 3 µM. 1.3% of 370,000 active. AID 651821;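 active = inhibition above the plate cutoff, the mean of all test compounds on that plate plus 3 SD, cut at about 35% in these data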;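 also: 0% = DMSO alone and 100% = 100 µM mitoxantrone as full dye displacement; higher means more dye released from RNA so lower well fluorescence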
The depositor's hits bear a star; nt = not tested or not shown.

Start of the data: the first four compounds, ahead of the listing:
Under each structure – PG9 Ab binder, NPR1 activator, GC-B act, Rev-erbA mod, ASAP1 inh, ARFGAP1 inhibitor, rCAG RNA binder, SMARCA2 activ, ABHD4 inh, HTRA1 inhibitor
- O=C(N/N=C/c1ccc([N+](=O)[O-])cc1)c1cccc(N2CCCC2=O)c1
    -2.4, -3, -1, -3, 23, 4, -2, -5, 2, -1
- O=C(c1ccc(OC2CCN(Cc3cccc(OCCO)c3)CC2)cc1)N1CCCC1
    -1.7, 0, 1, 3, -5, -8, -9, 0, -5, 1
- CC1CCCN(S(=O)(=O)c2ccc(C(=O)Nc3nnc(-c4ccncc4)o3)cc2)C1 (stereo unspecified)
    -1.8, -3, -3, 7, 4, 6, 35*, -1, -4, -2
- Cc1ccsc1CN(C)C(=O)CN1C(=O)NC(c2ccccc2)(c2ccccc2)C1=O
    0.7, 0, 1, 3, -3, -13, 1, -2, -6, -12

Main list, from the first entry:
Under each structure – PG9 Ab binder, NPR1 activator, GC-B act, Rev-erbA mod, ASAP1 inh, ARFGAP1 inhibitor, rCAG RNA binder, SMARCA2 activ, ABHD4 inh, HTRA1 inhibitor
- O=C(N/N=C/c1ccc([N+](=O)[O-])cc1)c1cccc(N2CCCC2=O)c1
    -2.4, -3, -1, -3, 23, 4, -2, -5, 2, -1
- O=C(c1ccc(OC2CCN(Cc3cccc(OCCO)c3)CC2)cc1)N1CCCC1
    -1.7, 0, 1, 3, -5, -8, -9, 0, -5, 1
- CC1CCCN(S(=O)(=O)c2ccc(C(=O)Nc3nnc(-c4ccncc4)o3)cc2)C1 (stereo unspecified)
    -1.8, -3, -3, 7, 4, 6, 35*, -1, -4, -2
- Cc1ccsc1CN(C)C(=O)CN1C(=O)NC(c2ccccc2)(c2ccccc2)C1=O
    0.7, 0, 1, 3, -3, -13, 1, -2, -6, -12
- O=C(Cn1c(-c2cscn2)nc2ccccc21)Nc1ccc2ccccc2c1
    1.0, 8, -2, -1, -1, 4, 13, 0, -12, -18
- O=C(C1CCCN1C(=O)c1cccs1)N1CCN(Cc2ccc3c(c2)OCO3)CC1 (stereo unspecified)
    -1.3, 0, 3, -1, -8, 9, -8, -1, -5, 3
- Cc1ccc(N2CCN(C(=O)C3CCCN(c4ncnc5c4nc4n5CCCCC4)C3)CC2)c(C)c1 (stereo unspecified)
    -1.9, -13, -2, 9, 2, 3, -3, -1, -1, 3
- O=C(O)c1cc(O)c2c(c1)C(=O)c1cccc(O)c1C2=O
    0.0, 0, -6, -15, -3, 5, 13, -3, 98*, 31
- CCCSc1nsc(NC(=O)CC)n1
    -2.1, -3, 1, 2, 0, 4, -2, 4, 2, 11
- CC(=O)NC(c1ccccc1)c1nc(-c2cnc3ccccc3c2)cs1 (stereo unspecified)
    -1.5, -5, -3, 0, 10, 0, 3, -7, -3, nt
- COc1ccc(-c2nc3ccc(C)cn3c2Cc2ccccc2)cc1OC
    -0.3, 5, 0, -6, 0, 7, 8, -3, 2, nt
- O=C(COc1ccc2c3c(c(=O)oc2c1)CCC3)c1ccc2c(c1)OCO2
    2.7, 0, -2, 6, -3, -4, 5, 1, 1, -9
- O=C(COC(=O)c1ccc(S(=O)(=O)N2CCCC2)cc1)Nc1ccc(Cl)cc1
    1.9, 2, 4, -4, 0, 0, 9, -2, -2, 0
- O=c1c(N2CCOCC2)nsn1Cc1ccccc1
    1.0, 3, -2, 7, -9, -8, -2, -2, 4, 2
- COCCn1cnc2c1c(=O)n(CC(=O)NCC(F)(F)F)c(=O)n2Cc1ccccc1
    -1.7, 8, 2, 4, 0, 2, 1, -2, 4, -1

Continued:
Under each structure – PG9 Ab binder, NPR1 activator, GC-B act, Rev-erbA mod, ASAP1 inh, ARFGAP1 inhibitor, rCAG RNA binder, SMARCA2 activ, ABHD4 inh, HTRA1 inhibitor
- CCOC(=O)C1CCN(C(=O)c2cc3c(s2)-c2ccccc2OC3)CC1
    -0.2, 2, -5, -3, 13, -4, 2, 1, -6, -10
- COc1ccccc1NC(=O)C1=C(C)Nc2nnnn2C1c1ccccn1 (stereo unspecified)
    0.1, 1, 0, -6, -3, 6, 0, 3, 3, 5
- CCN(Cc1ccc(C#CCCO)cc1)CC1CCCN(CCc2cccc(OC)c2)C1 (stereo unspecified)
    -1.7, -7, -2, -4, -3, 20, -10, 0, 0, -2
- O=C(CSc1n[nH]c(-c2cccnc2)n1)OC1CCCCC1
    -0.8, 2, 5, -1, 2, -3, -5, -2, -4, -3
- C=CCNc1cnn(-c2ccccc2)c(=O)c1Cl
    -1.8, 6, 7, 0, 0, 3, -5, -1, 2, 1
- COc1cccc(-n2cc3c(c2-c2ccccc2)c(=O)n(C)c(=O)n3C)c1
    -1.1, -3, -7, 0, 0, 0, 0, 0, 0, -4
- O=Cc1ccc(OCC(=O)N2CCc3ccccc32)c(Br)c1
    -1.5, -3, -6, -2, 0, -4, 6, -1, -1, -24
- O=C(NC(Cc1ccccc1)C(=O)O)/C(=C\c1ccco1)NC(=O)c1ccc(Br)cc1 (stereo unspecified)
    -3.0, -3, 2, 1, 6, 5, 37*, -2, 3, 0
- COc1ccc(CNC(=O)COc2ccc([N+](=O)[O-])cc2)cc1
    1.1, -2, -1, 0, 13, -5, -1, -2, 3, -6
- COC(=O)c1nnn(-c2nonc2N)c1CSc1nnc(N)s1
    -0.9, -1, -1, -1, 4, 1, 0, 1, -4, 5
- O=C(O)/C(=C\c1ccco1)NC(=O)c1ccc(Br)o1
    -1.1, -1, 3, 0, -2, 4, -1, -1, 16, 5
- COc1ccc(N2CCN(CC(=O)Nc3ccc(-n4cnnn4)cc3)CC2)cc1
    -2.8, 5, 3, -6, 5, -8, -2, -1, 1, -6
- CC1CCCN(C(=O)CCS(=O)(=O)c2ccc3c(c2)n(C)c(=O)c(=O)n3C)C1 (stereo unspecified)
    -0.9, 3, 6, 1, -1, 6, 3, -2, -4, -1
- CC(=O)C(Cc1ccccc1)NC(=O)CCl (stereo unspecified)
    -2.4, -4, 2, 1, -4, -2, 0, 2, -2, -6
- COC(=O)C(C)Sc1nc2c(cnn2-c2ccc(C)cc2)c(=O)[nH]1 (stereo unspecified)
    -2.2, 4, -2, -4, 3, -1, 12, -1, -7, -6

The listing continues:
Under each structure – PG9 Ab binder, NPR1 activator, GC-B act, Rev-erbA mod, ASAP1 inh, ARFGAP1 inhibitor, rCAG RNA binder, SMARCA2 activ, ABHD4 inh, HTRA1 inhibitor
- C/C(=N\NC(=O)c1ccc2c(c1)OCCO2)c1ccccc1
    -1.8, 2, -1, 0, -5, 5, 2, 6, -1, 2
- CCN(CC(O)c1cccc(O)c1)C(=O)C12CC3CC(CC(C3)C1)C2 (stereo unspecified)
    -1.3, -3, 0, 0, 9, 9, 6, -2, -3, -6
- COC(=O)Cc1c(C)c2c(OCc3nn[nH]n3)cc(C)cc2oc1=O
    -2.8, 3, 2, 0, -5, 4, 9, -2, 3, 1
- COc1ccc(C2SCCN2S(=O)(=O)c2ccccc2)cc1 (stereo unspecified)
    -1.1, 1, 2, -2, 0, -6, -1, -6, -1, -3
- CN(C)CCCNC(=S)Nc1ccc(Br)cc1
    -0.6, 1, -6, -2, 5, 9, -2, -1, 5, 4
- COc1ccc(C2CC(c3c(-c4ccccc4)c4cc(Cl)ccc4[nH]c3=O)=NN2S(C)(=O)=O)cc1OC (stereo unspecified)
    -1.4, -7, -9, -2, 10, -15, 6, -4, -4, -12
- CNc1nc(N(C)C)nc(N(C)C)n1
    -0.1, 2, 3, 5, -6, 13, 2, -3, 3, 4
- COc1ccc(NC(=O)c2ccc(-c3csc(C)n3)cc2)cc1
    1.5, 1, 1, -1, -5, -4, -3, 1, 1, 1
- COc1ccc(NC(=O)N(C)C[C@H]2OCc3cnnn3CCCC(=O)N([C@H](C)CO)C[C@@H]2C)cc1
    0.3, -1, 5, -3, 1, 9, 5, -3, -7, 7
- COc1cccc(/C=N/Nc2nc3ccccc3[nH]2)c1OC
    -5.4, 3, 0, -1, -4, 1, -3, 5, 9, 12
- Cc1ccc(CNC(=O)C(=O)NCC2OCCN2C(=O)c2ccc(Cl)cc2)cc1 (stereo unspecified)
    -0.2, 1, 0, -8, 12, 8, 6, -2, 6, -5
- COC(=O)/C(=N/Nc1ccccc1C)N1CCCc2ccccc21
    -1.4, -8, -1, -1, -10, 19, -3, 1, -3, 0
- COc1ccccc1-n1c(=O)c2c3c(sc2n2c(SC)nnc12)CCC3
    1.2, 8, 9, -1, -2, 17, -1, 2, 9, 1
- Clc1ccc(Oc2cnns2)c(Cl)c1
    0.3, 0, 4, 3, -19, -5, 3, 0, -5, -2
- Cc1ccc(SC(C)C(=O)Nc2c(C)n(C)n(-c3ccccc3)c2=O)cc1 (stereo unspecified)
    -2.3, 1, 5, 1, -2, 4, -6, 3, 0, 4

Reformatted: three of the compounds above
C/C(=N\NC(=O)c1ccc2c(c1)OCCO2)c1ccccc1
  PG9 Ab binder: -1.8
  NPR1 activator: 2
  GC-B act: -1
  Rev-erbA mod: 0
  ASAP1 inh: -5
  ARFGAP1 inhibitor: 5
  rCAG RNA binder: 2
  SMARCA2 activ: 6
  ABHD4 inh: -1
  HTRA1 inhibitor: 2
COCCn1cnc2c1c(=O)n(CC(=O)NCC(F)(F)F)c(=O)n2Cc1ccccc1
  PG9 Ab binder: -1.7
  NPR1 activator: 8
  GC-B act: 2
  Rev-erbA mod: 4
  ASAP1 inh: 0
  ARFGAP1 inhibitor: 2
  rCAG RNA binder: 1
  SMARCA2 activ: -2
  ABHD4 inh: 4
  HTRA1 inhibitor: -1
O=Cc1ccc(OCC(=O)N2CCc3ccccc32)c(Br)c1
  PG9 Ab binder: -1.5
  NPR1 activator: -3
  GC-B act: -6
  Rev-erbA mod: -2
  ASAP1 inh: 0
  ARFGAP1 inhibitor: -4
  rCAG RNA binder: 6
  SMARCA2 activ: -1
  ABHD4 inh: -1
  HTRA1 inhibitor: -24

The results go on.
Under each structure – PG9 Ab binder, NPR1 activator, GC-B act, Rev-erbA mod, ASAP1 inh, ARFGAP1 inhibitor, rCAG RNA binder, SMARCA2 activ, ABHD4 inh, HTRA1 inhibitor
- CCN(C[C@H]1N[C@@](CC)(C(=O)OC)[C@H]2C(=O)N(Cc3ccccc3)C(=O)[C@@H]12)C(=O)Nc1ccc(Cl)cc1
    -1.5, -4, -3, -3, 4, 2, 2, -4, 3, 2
- CC(C)N1C(=O)/C(=C\c2nc3ccccc3c(=O)[nH]2)c2ccccc21
    -5.6, -13, -12, 0, -6, -10, 10, 7, 28, 6
- Cc1cc(-c2ccc(C)c(S(=O)(=O)NCC3CCN(Cc4ccccc4F)CC3)c2)on1
    -0.9, -9, -11, 4, -2, 6, -5, 0, 3, -11
- COC(=O)c1cccc(NC(=O)CSc2nc(C)cc(=O)[nH]2)c1
    1.4, 0, 0, 0, -13, 8, 6, 0, 8, -4
- Cc1ccc[n+](CC(=O)Nc2nc3ccccc3s2)c1
    -0.6, 6, 2, -4, 4, -4, 1, -4, 2, 0
- Cc1ccnc2nc(C(=O)OCC(=O)N3CCc4ccccc43)nn12
    0.8, -1, 2, -5, 11, 5, 2, 0, -4, -2
- O=C(Cn1nnc2c(cnn2-c2ccc(F)cc2)c1=O)Nc1ccccc1C(F)(F)F
    11*, 18, 2, 17, -2, -6, -2, 5, -1, 4
